Wee1 degr inh: Wee1 degradation inhibitors, primary screen, cell-based, HeLa, Wee1K328M-luciferase, luminescence; 220,000 compounds, 1.2% hits; HeLa Luc-Wee1K328M stability; 100% = proteasome inhibitor MG132 effect; AID 1321, 2008; reporter increase, % at 5 µM;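 active = activation above the mean of all tested compounds plus 3 SD, set per screening run, cut at about 8.8% in these data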;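 also: cells exposed to compound for 20 h before luminescence read; 0% = DMSO alone and 100% = MG132 at 30 µM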
FXIIa inh: human FXIIa protease inhibitors, primary screen, biochemical, 1536-well. Coagulation factor XII (Homo sapiens), P00748. purified FXIIa, Boc-QGR-AMC fluorogenic substrate, 2 h. inhibition, % at 5 µM. 220,000 compounds, 0.3% hits; in the data active = inhibition above about 40%;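 also: 0% = enzyme with no compound and 100% = blank without enzyme; many of its hits are not listed in these tables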
FXIa inh 1536: human FXIa protease inhibitors, primary screen, biochemical, 1536-well. inhibition, % at 5 µM. purified FXIa, Boc-Glu-Ala-Arg-AMC fluorogenic substrate. 220,000 compounds, 0.14% hits. Coagulation factor XI (Homo sapiens), P03951;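 active = inhibition of at least 40%; inactive = inhibition below 40%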;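 also: fluorescence of freed AMC excited at 355 nm; 0% = enzyme without compound and 100% = no enzyme blank; many of its hits are not listed in these tables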
Target sequence (P03951 19-387 limits assumed): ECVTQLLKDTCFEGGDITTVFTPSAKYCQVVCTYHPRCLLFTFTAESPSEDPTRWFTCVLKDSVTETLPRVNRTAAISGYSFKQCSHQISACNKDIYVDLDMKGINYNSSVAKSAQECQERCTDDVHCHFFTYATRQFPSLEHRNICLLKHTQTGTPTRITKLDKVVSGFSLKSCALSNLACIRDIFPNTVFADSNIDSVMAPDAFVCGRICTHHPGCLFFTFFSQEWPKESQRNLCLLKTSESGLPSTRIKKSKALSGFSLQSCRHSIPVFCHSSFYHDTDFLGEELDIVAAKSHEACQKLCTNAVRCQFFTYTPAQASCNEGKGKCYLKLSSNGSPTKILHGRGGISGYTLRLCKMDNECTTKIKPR
Target sequence (P03951 388-625 limits assumed): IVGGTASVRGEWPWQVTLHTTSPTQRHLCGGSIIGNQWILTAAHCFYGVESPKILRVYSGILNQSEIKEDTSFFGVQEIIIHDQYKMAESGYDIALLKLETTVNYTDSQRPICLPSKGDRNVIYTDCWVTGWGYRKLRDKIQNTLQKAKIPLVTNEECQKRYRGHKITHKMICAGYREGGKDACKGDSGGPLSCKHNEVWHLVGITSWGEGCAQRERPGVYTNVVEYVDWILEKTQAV
14-3-3 Bad inh: inhibitors of 14-3-3 zeta/Bad binding, primary screen, biochemical, TR-FRET, bovine 14-3-3 zeta; TR-FRET 14-3-3zeta/Dy647-pBad peptide displacement, 1 h; inhibition, % at 21.7 µM; 14-3-3 protein zeta/delta (Bos taurus), P63103; 220,000 compounds, 0.71% hits;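 active = inhibition above about 70%, limit read from the data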;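 also: 0% = full 14-3-3 plus peptide FRET controls and 100% = background without 14-3-3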
Target sequence (P63103 whole entry, looked up): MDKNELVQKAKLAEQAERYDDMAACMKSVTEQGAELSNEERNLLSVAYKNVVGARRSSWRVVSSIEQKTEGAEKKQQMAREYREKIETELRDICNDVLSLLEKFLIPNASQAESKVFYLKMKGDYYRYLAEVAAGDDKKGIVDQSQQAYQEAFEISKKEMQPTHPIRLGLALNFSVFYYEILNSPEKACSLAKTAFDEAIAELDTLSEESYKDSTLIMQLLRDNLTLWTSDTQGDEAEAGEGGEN
eIF4E 4G PPI: eIF4E–eIF4G protein interaction inhibitors, primary screen, biochemical, uHTS, TR-FRET, eIF4GI fragment; Eukaryotic translation initiation factor 4E (Mus musculus) + Eukaryotic translation …; TR-FRET eIF4E-eIF4GI(517-606) binding, 2 h; inhibition, % at 21.7 µM; 220,000 compounds, 0.37% hits; AID 782, 2007;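 active = inhibition above about 30%, limit read from the data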;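 also: 0% = full FRET control wells and 100% = background wells lacking eIF4GI fragment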
hK5 inh: human KLK5 protease inhibitors, primary screen, biochemical, 1536-well; Kallikrein-5 (Homo sapiens), Q9Y337; inhibition, % at 5 µM; AID 873, 2007; 210,000 compounds, 0.59% hits; recombinant hK5, fluorogenic AMC substrate cleavage;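 active = inhibition of 40% or more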;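 also: 0% = enzyme controls without compound and 100% = no-enzyme blanks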
Rad51 HR inh: human RAD51 strand exchange inhibitors, primary screen, biochemical, fluorescence. 200,000 compounds, 0.085% hits. AID 1385, 2008. inhibition, % at 10 µM. hRad51 DNA strand exchange, fluorescence dequenching;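 active = inhibition above 40% at the single screening dose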;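 also: 0% = DMSO control wells and 100% = blanks with heterologous ssDNA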
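Test system: preformed human Rad51 ssDNA filaments; also added: Donor/quencher-labelled 47-bp dsDNA substrate; doses: 10 µM final, single point; times: 37 °C 15-min filament assembly, 30-min compound preincubation, 15-min exchange; detection: FRET fluorescence dequenching, excitation 485 nm, emission 520 nm; read-out basis: Fluorescence-based percent inhibition, control- and blank-normalised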
MDM2 E3 inh: MDM2-luciferase reporter signal enhancers, primary screen, MDM2 E3 ligase inhibitor project, cell-based, luminescence, 1536-well; E3 ubiquitin-protein ligase Mdm2 (Homo sapiens), Q00987; cell-based MDM2 ubiquitination luciferase reporter, 2 h; 0 = plate control, 100 = twice control, blank-subtracted; signal enhancement, % at 5 µM; 210,000 compounds, 0.11% hits; AID 1230, 2008;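 active = signal enhancement of 30% or more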;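 also: luminescence tracks abundance of the self-degrading MDM2-luciferase fusion protein; higher signal means inhibition of MDM2 E3 ligase activity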
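Buffer or medium: Cells held in DMEM | Assay system: Stable mammalian line carrying autodegrading MDM2–luciferase fusion reporter | Quantity: 2000 cells/well | Times: 4 h settle plus 2 h compound, 37 °C | Doses: One concentration, 5 µM, with 0.2% DMSO | Technique: Luminescence with SteadyLite reagent, 15 min at room temperature | Benchmarks: Plate controls and plate blanks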
p97 inhibitor: inhibitors of human p97 ATPase, primary screen, biochemical | Transitional endoplasmic reticulum ATPase (Homo sapiens), P55072 | recombinant p97 ATPase, Kinase-Glo ATP luminescence, 3 h | inhibition, % at 8 µM | 220,000 compounds, 0.42% hits | AID 1481, 2009; in the data active = inhibition above about 15%;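 also: 0% = DMSO vehicle and 100% = wells lacking enzyme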
Active calls of the source: *; nt = not tested or not shown; [ ] = dose if it differs, or a comment.

SMILES	Wee1 degr inh	FXIIa inh	FXIa inh 1536	14-3-3 Bad inh	eIF4E 4G PPI	hK5 inh	Rad51 HR inh	MDM2 E3 inh	p97 inhibitor
Cc1ccc(NCN2C(=O)C3C4CCC(C4)C3C2=O)cc1 (stereo not drawn)	1	18	3	-19	-3	-11	3	-11	-2
CCn1c(SCC(=O)Nc2nc(-c3ccc(C)cc3)cs2)nnc1-c1ccccc1	2	21	34	19[fluorescence artefact?]	-5	-3	-3	-14	-2
COC(=O)C1=C(C)N(C)C(C)=C(C(=O)OC)C1c1ccsc1	1	12	-6	-19	-5	-7	4	-25	0
CC(C(Sc1ccccc1N)c1ccccc1)[N+](=O)[O-] (stereo not drawn)	1	15	5	-2	-5	6	16	-15	3
COc1ccc(NC(=O)c2ccc(CN3CCN(c4ccccc4)CC3)cc2)cc1OC	-2	12	8	-1	3	2	nt	-2	3
CCN(CC)CCCNC(=O)c1cn(CCOC)c(=O)c2c1c1ccccc1n2C	4	12	0	19	6	1	3	-13	2
Cc1cccnc1NC(=O)c1ccccc1-c1ccccc1C(=O)Nc1ncccc1C	-3	11	6	2[fluorescence artefact?]	7	-5	nt	9	8
COc1ccc(OC)c(C2CC(=O)N3CN(c4ccccc4)CSC3=C2C#N)c1 (stereo not drawn)	-3	6	-3	6	-3	-20	-3	-12	-4
CCOC(=O)C1=C(C)Nc2sc(C(=O)c3ccc(C)cc3)c(N)c2C1c1ccc(C(=O)OC)cc1 (stereo not drawn)	3	-2	-1	-8	3[fluorescence artefact?]	-9	-14	-6	4
N=c1n(CCc2ccccc2)c2ccccc2n1Cc1ccccc1F	-3	10	6	-9	3	-4	nt	-10	5
CC(=O)N(C(C)=O)c1c(N2CCOCC2)c2ccccc2oc1=O	1	12	-2	-1	-11	-5	0	-13	2
CCOc1ccc(C2CC(c3cccc(C)c3)n3nc(N)nc3N2)cc1 (stereo not drawn)	-2	10	4	5	0	-25	-5	-10	-1
CSC(SC)=C(C(C)=O)C(=O)c1ccc(C)cc1	-2	7	28	0	-5	17	nt	1	1
CCC(NC(=O)c1ccccc1NC(=O)c1ccccc1)C(=O)OC (stereo not drawn)	-1	6	-1	-8	-3	2	23	-17	-1
CC(=O)Nc1c(C)nn(-c2ccc([N+](=O)[O-])cc2)c1C	-1	3	-2	-9	2	-2	24	-14	3
Cc1cc(C)n(C(=O)C23CC4CC(CC(C4)C2)C3)n1	2	20	3	2	-3	-2	-3	8	4
COc1ccc(C2CC(c3ccc([N+](=O)[O-])cc3)=NN2C(=O)c2ccccc2)cc1OC (stereo not drawn)	-3	14	3	-1	5	6	6	2	2
CCCN(CC(=O)Nc1ccccc1OC)C(=O)c1cc2ccccc2o1	-2	-1	-6	-8	2	-5	4	-5	3
COc1cccc(C(=O)c2c[nH]c(C(=O)NCCCN3CCOCC3)c2)c1	1	4	-8	2	-2	-12	5	-11	2
c1ccc(-n2cnc3ccccc32)cc1	5	9	-2	-13	0	-5	30	-36	5
CCOc1cc(/C=N/n2cnnc2)ccc1O	3	22	6	1	-7	8	1	-19	4
COc1ccccc1C(=O)NCC(=O)n1nc(C)cc1C	-3	8	-3	-5	1	-5	0	-24	-4
O=C(NC(N1CCOCC1)C(Cl)(Cl)Cl)c1ccc(F)cc1 (stereo not drawn)	-1	0	-4	-4	-2	-4	-1	4	2
O=C(NCCSCc1ccco1)Nc1ccccc1	-4	17	8	-4	-2	21	-2	-20	6
COc1ccc(N(CC(=O)N2CCc3ccccc32)S(=O)(=O)c2c(C)nn(C)c2C)cc1	0	4	-2	5	1	-16	-4	-5	-2
OCCN=C(c1ccccc1)C12CN3CN(CN(C3)C1)C2	0	12	-2	4[fluorescence artefact?]	8[fluorescence artefact?]	1	-1	-17	-6
COCCNC(=O)C(=O)N/N=C(\C)CC(=O)Nc1cccc(C(F)(F)F)c1	4	7	-4	2	1	-2	12	4	0
COc1ccccc1-n1c(C)nc2cc(C(=O)O)ccc21	-2	6	-3	2	-2	-22	-2	-3	-1
COc1ccc(NC(=O)c2cccc(C(=O)Nc3ccc(OC)cc3)n2)cc1	0	3	-4	-6	0	-9	-8	-15	1
CCOC(=O)c1ccc(NC(=O)Nc2ccc(Cl)cn2)cc1	-1	2	-5	-2	10	-6	5	16	5
N#C/C(=C\c1cn(CCOc2ccccc2)c2ccccc12)C(=O)NCC1CCCO1 (stereo not drawn)	2	26	10	-7	-10	5	-2	-7	-7
CCOc1ccccc1NC(=O)C1C2C=CC(C2)C1C(=O)O (stereo not drawn)	-2	16	-16	11[fluorescence artefact?]	-6[fluorescence artefact?]	8	nt	-8	4
COc1ccc(CCNS(=O)(=O)c2ccc3c(c2)OCCO3)cc1	-1	13	2	84*	1[fluorescence artefact?]	-3	nt	0	5
COc1ccc(NC(=O)CCc2nc3ccccc3s2)c(OC)c1	1	0	-2	-12	5	-11	-3	-10	4
CC1CCN(c2nnc(-c3cccs3)c3ccccc23)CC1	-3	8	-1	-4	5	-1	-12	-11	0
CCOC(=O)C(C)n1cnc2c(nnn2Cc2ccc(Cl)cc2)c1=O (stereo not drawn)	1	8	-12	-3	-1	-20	7	-26	5
CN(/C=C/C(=C/C=[N+](C)c1ccccc1)OCCCS(=O)(=O)[O-])c1ccccc1	-3	21	25	-1	2	31	-52	-25	-3
O=C(NNS(=O)(=O)c1ccccc1)C1CCN(S(=O)(=O)c2ccccc2)CC1	2	14	3	-3	12	-10	-4	1	4
CC(/C=N/Nc1ncc(C)c(=O)[nH]1)=C\c1ccccc1	-1	11	0	-9	0	4	-3	-2	6
CC(=O)c1cccc(NC(=O)c2ccc(NS(=O)(=O)c3c(C)noc3C)cc2)c1	-3	13	5	9	-4	-10	6	-12	6
CCOC(=O)C1=C(C)NC(=O)NC1c1ccc(OC(=O)c2ccco2)c(OC)c1 (stereo not drawn)	-2	13	5	1	-1	-16	7	-81	3
CC(C)(C)C1CCC(=O)C(C2(O)C(=O)Nc3ccccc32)C1 (stereo not drawn)	1	15	1	-1	-4	-23	5	-18	-8
CSc1ccccc1NC(=O)c1ccccn1	-1	12	2	-8	1	3	-151	-10	4
S=c1[nH]nc(-c2cc(-c3ccsc3)n[nH]2)n1-c1ccccc1	2	4	3	0	3	-8	12	6	6
COc1ccc([N+](=O)[O-])cc1N(CC(=O)NC(C(C)C)C(C)C)S(C)(=O)=O	1	7	0	15	13	3	17	0	3
COC(=O)c1coc(-c2ccc(C)cc2)c1C(=O)OC	1	4	8	1	0	3	-4	-9	-3
Cc1c(CCC(C)C)c(-n2ccnc2C)n2c(nc3ccccc32)c1C#N	0	15	5	5	-6	0	-12	3	-5
C#CCO[C@@H]1C[C@H](n2cnc3c(NC(=O)c4ccccc4)ncnc32)O[C@@H]1CO	nt	5	-4	0	0	-2	4	13	nt
Cc1csc(NC(=O)Nc2ccccc2[N+](=O)[O-])n1	6	12	3	-7	-1	15	5	-27	0
Cc1ccccc1NC(=S)NNc1ncc(C(F)(F)F)cc1Cl	-2	18	0	0	-1	-171	-6	-6	-1
CCn1nc(C(=O)OCC(=O)Nc2ncc(Cl)c(C)c2Cl)c2ccccc2c1=O	0	13	7	0	0[fluorescence artefact?]	-3	-4	-1	5
O=C(NC(Nc1ccc(F)cc1)(C(F)(F)F)C(F)(F)F)c1cccnc1	-1	12	10	-1	-2	1	12	-26	3
Cc1cc(C)c(C#N)c(SCc2cn3c(C)cccc3n2)n1	1	4	0	18[fluorescence artefact?]	-15	1	4	-19	-7
NS(=O)(=O)c1ccc(CNC(=O)c2ccc(S(=O)(=O)C(F)F)cc2)cc1	1	6	-3	-1	-9	3	9	nt	4
Cc1ccc(NC(=O)CNC2CCS(=O)(=O)C2)cc1C (stereo not drawn)	-3	1	-5	-12	0	-11	28	4	-1
Cc1nc(NC(=O)c2ccccc2)sc1-c1csc(N)n1	0	15	3	-5	-2	-6	-9	-37	-11
COC(=O)C(C)NS(=O)(=O)c1ccc(NC(C)=O)cc1 (stereo not drawn)	2	12	5	-7	0	-2	-4	-10	-3
Cc1ccccc1OCC(=O)OCn1nnc2ccccc2c1=O	13*	1	0	4	13	-2	nt	-12	4
O=C(COc1ccccc1)Nc1nc2ccccc2[nH]1	-4	13	6	3	-3	7	6	-17	-1
C=CCN(c1ccccc1)S(=O)(=O)c1ccc(Cl)c(C(=O)OCC(=O)N(C)C2CCS(=O)(=O)C2)c1 (stereo not drawn)	-1	6	-1	-17	-1	2	2	4	2

Single records (already shown). Screens in order: Wee1 degr inh	FXIIa inh	FXIa inh 1536	14-3-3 Bad inh	eIF4E 4G PPI	hK5 inh	Rad51 HR inh	MDM2 E3 inh	p97 inhibitor
CCn1nc(C(=O)OCC(=O)Nc2ncc(Cl)c(C)c2Cl)c2ccccc2c1=O reads 0	13	7	0	0[fluorescence artefact?]	-3	-4	-1	5
Cc1cc(C)c(C#N)c(SCc2cn3c(C)cccc3n2)n1 reads 1	4	0	18[fluorescence artefact?]	-15	1	4	-19	-7
S=c1[nH]nc(-c2cc(-c3ccsc3)n[nH]2)n1-c1ccccc1 reads 2	4	3	0	3	-8	12	6	6
Cc1nc(NC(=O)c2ccccc2)sc1-c1csc(N)n1 reads 0	15	3	-5	-2	-6	-9	-37	-11
Cc1ccccc1NC(=S)NNc1ncc(C(F)(F)F)cc1Cl reads -2	18	0	0	-1	-171	-6	-6	-1

The results go on:
SMILES	Wee1 degr inh	FXIIa inh	FXIa inh 1536	14-3-3 Bad inh	eIF4E 4G PPI	hK5 inh	Rad51 HR inh	MDM2 E3 inh	p97 inhibitor
CCC(=O)Nc1ccc(C(=O)Nc2cc(C)on2)cc1	-1	17	7	1	-3	-15	8	-16	1
CCOC(=O)N1CCN(C(=O)CN(Cc2ccc(Cl)cc2)S(=O)(=O)c2ccccc2)CC1	0	8	-7	-6[fluorescence artefact?]	7	-19	21	2	-3
Cc1nc2c3c4c(sc3n3c(SCC(=O)NCc5ccco5)nnc3n2n1)COC(C)(C)C4	2	13	4	14	2	6	4	-2	8
Cc1nn(Cc2ccc(Cl)cc2Cl)c(C)c1NC(=O)C1C2CCC(O2)C1C(=O)O (stereo not drawn)	0	9	3	-7	-6[fluorescence artefact?]	21	2	4	-7
Cn1ncc(N=Cc2ccc([N+](=O)[O-])cc2)c1C(=O)Nc1ccccc1	-1	7	-1	1	4	nt	nt	-20	1

Screening data (PubChem)
